Screens (PubChem BioAssay)
D3 ag: agonists of human D3 dopamine receptor; D3R DiscoveRx beta-arrestin cells, luminescence, 90 min; max activation, %; hit rate 0.58% among 410,000; AID 652048; in the data active means max activation above about 30%; further: 0% is about no effect; mostly tested at two doses, the higher about 12 µM
Target sequence (P35462 whole entry, looked up): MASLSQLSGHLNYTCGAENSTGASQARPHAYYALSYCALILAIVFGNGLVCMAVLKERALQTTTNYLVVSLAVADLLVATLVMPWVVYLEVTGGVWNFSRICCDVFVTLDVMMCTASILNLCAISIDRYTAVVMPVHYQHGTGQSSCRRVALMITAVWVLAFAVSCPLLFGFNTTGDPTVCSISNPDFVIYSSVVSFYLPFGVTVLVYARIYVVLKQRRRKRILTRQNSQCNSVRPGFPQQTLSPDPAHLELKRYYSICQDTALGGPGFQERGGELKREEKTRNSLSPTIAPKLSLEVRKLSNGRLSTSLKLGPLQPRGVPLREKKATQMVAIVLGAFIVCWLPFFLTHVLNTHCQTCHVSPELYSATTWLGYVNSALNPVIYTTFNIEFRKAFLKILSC
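Cells at 1500/well, incubated overnight, then treated with pinned compounds (dopamine as control) for 90 min at 37 degrees C. DiscoveRx reagent added for 30 - 60 minutes at room temperature; luminescence read.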
D3 antag: D3 dopamine receptor (human) antagonism; P35462; D3R cells, DiscoveRx beta-arrestin luminescence, antagonist mode; active compounds read low; max response, negative = inhibition, %; hit rate 2.5% among 360,000; in the data active means max response below about -50%; inconclusive means no clear call, values can overlap the other calls; further: on the % scale 0 is the no-effect control and ±100 the full control effect; mostly tested at two doses, the higher about 12 µM
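Cells expressing the human receptor were seeded at 1500 cells/well, incubated overnight at 37 degrees C in 5% CO2, then exposed to library compounds with dopamine controls for 90 minutes at 37 degrees C before luminescent detection.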
aSyn yeast inh: rescues yeast growth from alpha-synuclein toxicity; Yeast expressing alpha-synuclein, growth rescue, BacTiter-Glo, 24 h; Potency, µM (highest dose often 46.1 µM), for the others: at the highest dose growth rescue (activation), hits mostly activators; hit rate 0.14% among 370,000; further: potency means the concentration at half of the fitted maximal effect; % of control where 0% means no effect; nearly all actives have a fitted effect of over 65% in size
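Readout is rescue of growth in alpha-synuclein-expressing yeast, so inhibitors of toxicity appear as activators. Growth after 24 hr at 30 deg C in galactose medium is quantified by luminescence.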
TDP-43 yeast inh: rescues yeast growth from TDP-43 toxicity; TDP-43 expressing yeast growth rescue, BacTiter-Glo, 24 h; Potency, µM (doses to about 46.1 µM), inactives show at the highest dose growth rescue (activation), hits mostly activators; hit rate 1.8% among 410,000; AID 652104; further: potency means the concentration at half of the fitted maximal effect; % of control where 0% means no effect; nearly all actives have a fitted effect of over 50% in size
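Readout is BacTiter-Glo luminescence of cell growth, so inhibitors register as activators. TDP-43-expressing yeast at OD600=0.02 in galactose medium, after raffinose pregrowth to mid-log, were incubated with compound for 24 hr at 30 deg C.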
Abeta yeast res: A-beta toxicity reversal in yeast; yeast expressing A-beta42, growth rescue, OD600, 48 h; response scale: 0% DMSO, 100% iron-clioquinol control; Potency, µM (titrated, usually from 46.1 µM), inactives show top-dose growth rescue, usual class: activators; hit rate 0.063% among 410,000; AID 1347071; further: potency means the concentration at half of the fitted maximal effect; nearly all actives have a fitted effect of over 55% in size
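Yeast A-beta toxicity model in growth medium with pinned compounds, 48 h at 30 C; growth read as absorbance at 600 nm. Normalized to FeCl3/clioquinol equimolar mix (positive) and DMSO (negative).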
FUS yeast rescue: rescues growth of FUS-expressing yeast | S. cerevisiae FUS-expressing, growth rescue, OD600, 24 h | Potency, µM (doses to about 76.6 µM), for the others: at the top dose growth rescue (activation), usual class: activators | hit rate 0.24% among 390,000 | AID 1347120;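 further: potency means the concentration at half of the fitted maximal effect; plate controls were DMSO vehicle for no effect and reference control for full effect; nearly all actives have a fitted effect of over 55% in size; some results filed as inactive show a strong effect at the top dose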
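Yeast expressing FUS under galactose induction, OD 0.005 in 2% galactose medium; compounds in a dilution series, 24 h at 30C. Growth rescue by absorbance at 600 nm; CP55940 positive control, DMSO negative.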
EPAC2 antagonist: antagonists of human EPAC2; Potency, µM (highest dose often 114 µM), inactives show top-dose activity, negative = inhibition, most hits filed as inhibitors; hit rate 0.18% among 360,000; AID 720708; EPAC2 GEF exchange of Rap1B-BODIPY-GDP, fluorescence; further: potency means the concentration at half of the fitted maximal effect; on the % scale 0 is the no-effect control and ±100 the full control effect; nearly all actives have a fitted effect of over 45% in size; many of its hits are not listed in these tables
EPAC2 ag: EPAC2 (human) agonism | Q8WZA2 | EPAC2 activation, biochemical qHTS; response scale: 100% = 6.5 mM cAMP response | Potency, µM (highest dose often 154 µM), inactives show at the top dose activation, hits mostly activators | hit rate 0.079% among 360,000; further: potency means the concentration at half of the fitted maximal effect; nearly all actives have a fitted effect of over 50% in size
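Compounds were added across a concentration range to EPAC2 (100 nM), RAP1B-BODIPY-GDP (250 nM) and GDP (50 uM). After 5 min at room temperature, fluorescence was recorded at 5-min intervals for 30 min.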
* marks the source's active call; other numbers are inactive results; ? = inconclusive; . = not tested or not shown; & = joins results of further samples; [ ] = another dose, or the depositor's remark. Unless noted, the call rests on the fitted dose curve; in most records, active means well fitted curve in the direction sought with a large enough effect; inconclusive means small, poorly fitted or top-dose-only effect, or another doubt; inactive means no such curve, though single readings can be large; an effect the other way counts as inactive or inconclusive. Not all compounds are listed; count on the stated rates, not on these rows.

SMILES	D3 ag	D3 antag	aSyn yeast inh	TDP-43 yeast inh	Abeta yeast res	FUS yeast rescue	EPAC2 antagonist	EPAC2 ag
CC1C(=O)N(Cc2cn(CCC3OCCCO3)nn2)CCS(=O)(=O)N1Cc1ccc(-c2cccc(CO)c2)cc1 (stereo not given)	-8	0	0%	21%	-10%	33%	1%	11%
Cc1cccn2c(=O)c(C(=O)N3CCN(c4ccccc4F)CC3)cnc12	-25	.	.	2%	-13%	-18%	.	.
Cc1nn(C(C)(C)C)c(OC(=O)c2cccs2)c1Sc1ccccc1	-4	-53*	-3%	0%	-7%	21%	-7%	7%
COc1ccc(C2=NS(=O)(=O)N(C)C(C(=O)Nc3cc(OC)c(OC)c(OC)c3)=C2)cc1	8	-6	-2%	-4%	2%	10%	-16%	0%
CCn1cnc2cc(NCc3ccccc3Cl)ccc21	-20	-2	-6%	10%	-18%	20%	15%	15%
CS(=O)(=O)N(CC(=O)N1CCCC1)c1cccc(Cl)c1Cl	-1	6	0%	-7%	28%	-11%	0%	8%
CCCCC[C@@H](C)N1C[C@@H](COCc2ccccc2)Oc2cc(N3CCC[C@@H]3COC)ccc2S1(=O)=O	4	2	1%	15%	-6%	23%	2%	7%
CCN(CC(=O)Nc1c(F)cccc1F)C(=O)CSc1nc2ccccc2o1	-2	8	4%	-8%	5%	2%	-1%	-1%
O=C(CNC(=O)c1cccs1)OCC(=O)c1ccc(Br)cc1	-6	-21	12%	-22%[9.22 µM]	6%	16%	-10%	14%
COC(=O)CSc1nc2c(cnn2-c2ccc(Cl)cc2)c(=O)[nH]1	-3	25	2%	-2%	-5%	-26%	-6%	-7%
OCC(O)C1OC(Oc2ccccc2)C(O)C(O)C1O (stereo not given)	1	0	4%	-15%	-1%	1%	-2%	6%
Cc1cccc(C)c1NC(=O)CNC(=O)CCCN1C(=O)c2cccc3cccc(c23)C1=O	0	-3	1%	7%	-3%	?	5%	4%
Cc1ccc(NC(=O)CNC(=O)c2sc3ccccc3c2Cl)nc1	-15	-28	-1%	11%	1%	18%	9%	2%
COc1cc(OC)nc(NC(C)=O)n1	-2	5	-10%	-24%	-11%	15%	15%	2%
O=C(NCC(c1ccco1)N1CCc2ccccc21)c1ccccc1Cl (stereo not given)	-4	-20	4%	?	-17%	14%	-4%	12%
CCOC(=O)c1ccc(N2C(=O)C=C(N3CCOCC3)C2=O)cc1	4	1	6%	16%	9%	10%	-2%	5%
CCCN(CC(=O)Nc1ccccc1OC)C(=O)CCC(=O)c1ccc(OCC)cc1	1	4	13%	?	1%	?	-1%	6%
COc1ccc(CN(C(=O)c2snc(C(N)=O)c2N)C(C(=O)NC2CCCC2)c2ccc(OC)c(OC)c2)cc1 (stereo not given)	-4	10	0%	-8%	2%	11%	-9%	-13%
COc1cc(/C=C/C(=O)c2ccc(NS(=O)(=O)c3ccc(C)cc3)cc2)cc(OC)c1O	-7	-18	6%	13%	0%	?	-8%	3%
CCCn1c(SCC(=O)NCC)nc2sc3c(c2c1=O)CCC3	-3	-21	3%	-14%	-19%	26%	15%	6%
CCC(C)NC(=O)CCc1c(C)nc2c(c(C)nn2-c2ccc(C)cc2)c1C (stereo not given)	5	.	.	?	-31%[inhibitor]	-10%	.	.
O=C(C[C@H]1C[C@H](C(=O)N2CCCCC2)[C@@]2(CCc3ccccc3)c3[nH]c4cc(-c5ccco5)ccc4c3CCN2C1=O)NCc1ccco1	-19	?	1%	12%	2%	?	-2%	3%
COc1ccc(-c2sc(Nc3cccc4ccccc34)n[n+]2C)c(C)c1C	1	0	-8%	3%	-10%	-4%	10%	11%
COc1ccc(C(=O)Nc2ccccc2C(=O)N2CCCCCC2)cc1OC	3	16	4%	-5%	3%	.	7%	2%
COc1ccc(NC(=O)CSc2nc3nc(C)c(Cc4ccccc4)c(C)n3n2)cc1OC	-24	.	.	-5%	-12%	5%	.	.

Arranged by molecular weight (descending): three of the compounds above.
SMILES	D3 ag	D3 antag	aSyn yeast inh	TDP-43 yeast inh	Abeta yeast res	FUS yeast rescue	EPAC2 antagonist	EPAC2 ag
COc1ccc(C(=O)Nc2ccccc2C(=O)N2CCCCCC2)cc1OC	3	16	4%	-5%	3%	.	7%	2%
Cc1nn(C(C)(C)C)c(OC(=O)c2cccs2)c1Sc1ccccc1	-4	-53*	-3%	0%	-7%	21%	-7%	7%
Cc1cccn2c(=O)c(C(=O)N3CCN(c4ccccc4F)CC3)cnc12	-25	.	.	2%	-13%	-18%	.	.

Later entries
SMILES	D3 ag	D3 antag	aSyn yeast inh	TDP-43 yeast inh	Abeta yeast res	FUS yeast rescue	EPAC2 antagonist	EPAC2 ag
CCCOc1ccc(C2=NC(c3ccncc3)=Nc3ccc(C)cc3N2)cc1	-4	.	.	?	11%	42%	.	.
COc1ccc(NC(=O)CCC(=O)N(Cc2ccc(OC)c(OC)c2)c2nccs2)c(OC)c1	6	10	-12%	-25%	-10%	1%	-11%	-11%
Cc1cnc(=O)[nH]c1SCC(=O)Nc1nccs1	5	0	15%	11%	-3%	-6%	12%	0%
CCOC(=O)c1c(NC(=S)Nc2ccc(OCC)cc2)sc2c1CCN(C)C2	-9	2	-15%	18%	-13%	28%	-5%	3%
CCOc1ccccc1NC(=O)CN1CCC(NC(=O)c2ccccc2)CC1	-2	-17	4%	-8%	10%	5%	-19%	-5%[15.6 µM]
CCCC(C(=O)NC(C)(C)C)N(CC1CCCO1)C(=O)c1snc(C(N)=O)c1N (stereo not given)	-1	3	-1%	-2%	1%	6%	5%	-10%
CN(C(=O)c1ccccc1C(=O)OCC(=O)Nc1ccccc1)c1ccccc1	-1	-6	-1%	6%	3%	14%	-14%	9%
CCOC(=O)c1ccc(CNC(=O)c2cc(C(C)(C)C)oc2C)o1	3	21	-2%	?	-26%	44%	-13%	14%
O=C(CN1CCCCC1)Nc1nc(-c2ccc(F)c(F)c2)cs1	-1	39	2%	-19%	-3%	10%	11%	16%
N#CCCN(Cc1ccccc1)C(=S)Nc1ccc(F)cc1	-1	-1	-1%	-6%	2%	7%	0%	1%
Cn1ncc([N+](=O)[O-])c1C(=O)Nc1ccccc1Cl	-5	-17	-12%	7%	3%	4%	-7%	1%
COc1cccc(CNC(=O)Cn2ncc3c(=O)oc4ccccc4c32)c1	5&-13	11	-8%	-24%&-16%	-11%&-18%	-8%&-29%	1%	-1%
COCCn1c(SCc2ccccc2Cl)nc2c1c(=O)[nH]c(=O)n2C	3	-22	0%	0%	13%	-5%	-5%	3%
C/C(=N\NC(=O)c1ccccc1)c1ccc(N2CCCCC2)cc1	4	0	-9%	28%	2%	.	4%	7%
CC(=O)Oc1cc(C(=O)OCC(=O)N2CCc3ccccc3C2)cc(OC(C)=O)c1OC(C)=O	1	0	0%	-13%	-13%	13%	-13%	8%
COc1ccccc1C(=O)Nc1c(C(=O)N(C)c2ccccc2)sc2nc(C)cc(C)c12	5	.	.	19%	?	-1%	.	.
O=C(c1cc2ccccc2o1)N(Cc1ccco1)Cc1cccs1	-9	-16	1%	2%	16%	7%	-9%	20%
COC(=O)c1c(NC(=O)CSc2ncnc3c2cnn3-c2ccccc2Cl)sc2c1CCCC2	4	5	4%	5%	14%	?	-4%	4%
O=C(Cn1cnc2ccccc2c1=O)NCc1cccs1	4	9	0%	7%	9%	-14%	-1%	-8%
CCN1CCN(C(=O)c2cc3cc([N+](=O)[O-])ccc3oc2=O)CC1	3	-5	4%	-5%	5%	3%	7%	10%
CC(C)CNS(=O)(=O)c1cc(C(=O)OCC(=O)N2CCOCC2)c(Cl)cc1Cl	9	-7	-2%	1%	8%	1%	-8%	7%
COc1ccc(OCC(=O)NNC(=O)c2cccc(S(=O)(=O)N(C)C)c2)cc1	-7	0	-3%	0%	-11%	9%	3%	-4%
COc1ccc(C)cc1NC(=O)CCN1CCCC1	-8	0	-3%	-13%	4%	14%	-2%	2%

For reference, part of the list above:
SMILES	D3 ag	D3 antag	aSyn yeast inh	TDP-43 yeast inh	Abeta yeast res	FUS yeast rescue	EPAC2 antagonist	EPAC2 ag
CCCOc1ccc(C2=NC(c3ccncc3)=Nc3ccc(C)cc3N2)cc1	-4	.	.	?	11%	42%	.	.
COc1ccc(NC(=O)CCC(=O)N(Cc2ccc(OC)c(OC)c2)c2nccs2)c(OC)c1	6	10	-12%	-25%	-10%	1%	-11%	-11%
Cc1cnc(=O)[nH]c1SCC(=O)Nc1nccs1	5	0	15%	11%	-3%	-6%	12%	0%
